# Screens from PubChem.
# MT stabilize HCS = microtubule stabilizers in HeLa cells. HeLa tubulin immunostaining HCS, 24 h; share of cells brighter than vehicle mean+2SD. % tubulin-high responders, % at 10 µM. 200,000 tested, 0.83% active. AID 2205;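 active means plate Z-score above 3 for both tubulin-high and condensed-nucleus cell shares, with cell loss under 80%, at 10 µM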;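 further: anti alpha tubulin signal scored within the nucleus-defined area of each cell; some results filed as inactive read as strong as hits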
# M17LAP inhibition = P. falciparum M17LAP inhibitors, primary screen, biochemical, fluorogenic H-Leu-NHMec substrate, 1536-well (AID 1619) | 220,000 tested, 0.38% active | one-dose inhibition, % at 30 µM; IC50 in µM for titrated hits | recombinant M17LAP, H-Leu-NHMec fluorogenic kinetic assay; higher % means a stronger effect;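 active means compound inhibiting the enzyme by more than half at any dose during confirmatory dose-response retesting; inconclusive means strong single-dose inhibitors picked by rank but not retested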;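 further: plate controls were full reaction with DMSO carrier for no effect and no enzyme background for full effect; strong numbers were not always called active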
# CSM14.1 death rescue = protection against thapsigargin-triggered cell killing – 384-well, CSM14.1, ATP luminescence, primary screen (AID 1222); CSM14.1 thapsigargin-induced death rescue, ATP luminescence; higher % means a stronger effect; cellular ATP content (survival), % at 20 µM, or EC50 in µM where a hit was titrated; 190,000 tested, under 10 active;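 active means EC50 below 50 µM in the dose-response confirmation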;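 further: death triggered by thapsigargin at about 15 µM added after 2 h compound pretreatment; cell ATP read after overnight thapsigargin exposure of roughly 18 to 22 hours; normalized against plate controls of thapsigargin alone and 5% DMSO vehicle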
# Autophagy HCS = alters autophagy in cells; MEF GFP-LC3 puncta imaging; test concentration mostly 10 µM; calls only at 10 µM (by protocol); 190,000 tested, 0.98% active;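 active means percentage of spot-positive cells more than 3 SD above its plate mean, without a fluorescence outlier flag or 80% toxicity; inconclusive means no clear call, values can overlap the other calls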;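 further: spot-positive cell cutoff set from DMSO-treated cells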
# Yfh1-off respiration = mitochondrial function rescue without frataxin homolog – Friedreich's ataxia, plus single-dose screen, dose response (AID 1465); S. cerevisiae Yfh1-off respiration, WST-1 reduction, 72 h; higher fold induction means a stronger effect; one-dose fold induction at 50 µM; EC50 in µM for titrated hits; 220,000 tested, 0.074% active;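 active means fold induction of absorbance versus untreated yeast above a set limit, then at least 30% activation at any dose in follow-up; inconclusive means repeats straddling the limit, or above it without dose testing; inactive means fold induction below the set limit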;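 further: activators that raise dye reduction in frataxin-depleted yeast; strong numbers were not always called active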
# Insulin prom up = MIN6 insulin promoter up-regulation; MIN6 insulin promoter-GFP reporter, high-content imaging; hits give high values; z-score at 5 µM; 190,000 tested, 0.3% active; AID 1625;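 active means z-score above 3 at 5 µM with at least 500 cells counted in the well; inconclusive means wells under 500 cells, flagged as cytotoxic or low count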
# Dynein cargo inh = dynein cargo transport inhibition; z-score, hits read low; 3617.4 mouse cells, GR-EGFP nuclear translocation imaging; test concentration mostly 20 µM; stimulated with dexamethasone, 1 µM; hits give low values; 220,000 tested, 0.47% active; AID 1381;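 active means plate z-score of nuclear minus cytoplasmic receptor signal below a set negative limit, without overly bright fluorescence or cell loss, cut at about -3.5 in these data, passing the limit was not always enough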;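 further: z-score of nuclear minus cytoplasmic ring GR-EGFP intensity difference per well; some compounds called inactive have numbers as strong as hits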
#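 Buffer or medium – tet-free medium with charcoal-stripped serum · Signal – automated 10x imaging of fixed Hoechst-stained cells · Also added – dexamethasone agonist, 1.0 µM final, for 30 min · Incubation – induction 48 h, compound 1 h, agonist 30 min · Read-out – GR-EGFP nuclear translocation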
# Lipid droplet = modulators of hepatic lipid droplet formation; 240,000 tested, 0.4% active; AID 1656; inhibition, % at 6.5 µM; AML12 mouse hepatocytes, oleate lipid droplets, BODIPY imaging;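 active means lipid droplet intensity inhibited by at least 50%, with more than 500 cells counted; inconclusive means wells with under 300 cells, treated as cytotoxic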
#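 Assay system: AML12 mouse liver cells | Compound: 6.5 µM single-point dosing | Schedule: Overnight exposure | Technique: Fluorescence imaging, 20x objective, two fields per well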
# M1AAP inhibition = P. falciparum M1AAP inhibitors, biochemical, fluorogenic H-Leu-NHMec substrate, 1536-well (AID 1445); 220,000 tested, 0.42% active; recombinant M1AAP, H-Leu-NHMec fluorogenic kinetic assay; higher % means a stronger effect; inhibition, % at 30 µM; hits with a dose series show IC50 in µM;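 active means primary inhibition above the hit cutoff, then over 50% inhibition at one or more dose response concentrations, cut at about 23% in these data, passing the limit was not always enough; inconclusive means conflicting primary data, or primary hits not chosen for dose response; inactive means low primary inhibition, or under 50% at every dose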;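 further: plate controls were DMSO full reaction for no effect and no enzyme background for full effect; strong numbers were not always called active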
# Dynein cargo inh cytoplasmic EGFP = second read-out of Dynein cargo inh, no call of its own (marks repeat the call); z-score; measured here: cytoplasmic GR-EGFP intensity; hits give high values
# Dynein cargo inh nuclear GR-EGFP = also measured in Dynein cargo inh; calls as there; z-score; measured here: nuclear GR-EGFP intensity;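 lower value marks the stronger effect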
# Dynein cargo inh cell count = further read-out of Dynein cargo inh, marked with its call; z-score; measured here: cell count per field
# Insulin prom up cell count = second read-out of Insulin prom up, no call of its own (marks repeat the call); cell count; measured here: cytotoxicity, nuclei count;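 total cells summed across four imaged fields per well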
# Lipid droplet cells 6.5 µM = further read-out of Lipid droplet, marked with its call; cell count; measured here: cell count, cytotoxicity flag;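 cells counted across two imaged fields per well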
# MT stabilize HCS Hoechst-high % = also measured in MT stabilize HCS; calls as there; % Hoechst-high responders; measured here: nuclear condensation Hoechst responders;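 share of cells brighter than vehicle mean plus two SD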
# MT stabilize HCS cytotoxicity % = also measured in MT stabilize HCS; calls as there; toxicity, %; measured here: cytotoxicity by cell density;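 0% = mean cell density of plate MIN control wells and 100% = no cells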
# Autophagy HCS cell loss 18 h = further read-out of Autophagy HCS, marked with its call; toxicity, %; measured here: cell loss, nuclei count;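 cell loss after 18 h compound exposure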
# * = called active by the depositor; i = inactive; ? = inconclusive; . = no result given.
SMILES,MT stabilize HCS,MT stabilize HCS Hoechst-high %,MT stabilize HCS cytotoxicity %,M17LAP inhibition,CSM14.1 death rescue,Autophagy HCS,Autophagy HCS cell loss 18 h,Yfh1-off respiration,Insulin prom up,Insulin prom up cell count,Dynein cargo inh,Dynein cargo inh cytoplasmic EGFP,Dynein cargo inh nuclear GR-EGFP,Dynein cargo inh cell count,Lipid droplet,Lipid droplet cells 6.5 µM,M1AAP inhibition
CC(C)(C)NC(=O)CN(C(=O)Cn1nnc(-c2ccccc2F)n1)c1cccc2c1CCCC2,3.6,0.6,6.1,-10%,3.2%,i,13,i,.,.,1.6,-0.022,0.39,-1.2,.,.,1%
CCOC(=O)C1CCN(C(=O)COc2ccc(N(C)S(=O)(=O)c3ccc(C)cc3)cc2)CC1,1.6,2.8,3.4,-1%,0.3%,i,-4,i,0.38,1158,-0.43,-0.3,0.14,0.19,-7,702,18%
O=C(NCCCO)c1cc([N+](=O)[O-])cc2c1C=Cc1ccccc1O2,2.7,1.3,6.0,-1%,-1.0%,i,-16,i,-1.1,1241,1.1,-0.29,0.62,0.38,-3,719,16%
O=C(Cc1ccc(Cl)cc1)Nc1cccc(-c2nnc(-c3ccco3)o2)c1,3.4,2.1,1.7,13%,0.3%,i,10,i,.,.,1.2,-0.18,1.1,-0.99,.,.,-4%
NC1=NS(=O)(=O)NC1c1ccc(F)cc1 (centres undefined),2.3,2.3,10.0,-1%,-0.7%,i,15,i,0.09,1171,2.1,-0.22,1.1,-1.5,-4,714,-10%
c1ccc(Oc2nc(Oc3ccccc3)nc(N3CCOCC3)n2)cc1,5.6,2.0,9.4,9%,2.4%,i,-2,i,-0.46,1283,-0.61,-0.2,-0.1,0.073,-24,696,-1%
O=C(/C=C/c1ccc(-c2ccccc2[N+](=O)[O-])o1)c1ccccc1,9.7,3.7,5.4,-11%,2.3%,i,10,i,-0.19,1109,-1.5,0.13,-0.91,0.037,-5,740,9%
Cn1c(CNC(=O)c2ccco2)nnc1SCC(=O)Nc1c(F)cc(F)cc1Br,2.8,1.5,5.6,9%,1.9%,i,-11,i,0.71,1489,0.83,-0.26,0.61,0.099,2,586,6%
COc1ccc(C(=O)Nc2ccc(CN3CCCCC3)cc2)cc1,2.7,2.3,7.2,-1%,-1.4%,i,-17,i,-0.72,1591,-0.96,-0.22,-0.13,0.83,-2,681,0%
Cc1cccc(C)c1NC(=O)COC(=O)CSc1nnc(N)s1,2.8,3.5,5.5,19%,-4.0%,i,-16,i,0.07,2163,-0.79,-0.29,-0.44,0.96,-51,495,-4%
O=C(NCCc1c[nH]c2ccccc12)C1CCN(c2nnc(N3CCCC3=O)s2)CC1,2.6,1.3,8.7,5%,7.4%,i,-8,i,-0.3,1588,-1.1,-0.18,-0.44,1,.,.,2%
CC(C)(C)C(=O)Nc1cccc(OC(F)(F)C(F)Cl)c1 (centres undefined),5.4,2.4,5.5,-1%,-1.7%,i,19,i,-0.27,1602,-0.12,-0.23,0.62,-0.15,-5,641,-5%
CCOc1cc(C2c3c(n[nH]c3C)C(=O)N2c2ccc(C)cc2)ccc1O (centres undefined),1.0,2.1,3.7,10%,-3.1%,i,0,i,-0.95,1204,-0.6,-0.22,-0.39,-0.42,16,674,7%
O=C(CC12CC3CC(CC(C3)C1)C2)N/N=C/c1ccc([N+](=O)[O-])o1,2.2,3.6,11,1%,-1.7%,i,18,.,-0.17,1412,0.16,-0.23,-0.12,-0.012,1,690,0%
CCOC(=O)c1sc2nc(CC(=O)OC)nc(NCc3ccc(F)cc3)c2c1C,2.1,1.8,3.6,-7%,-0.8%,i,1,i,?,.,-0.42,-0.077,0.085,-0.49,.,.,9%
CCCc1nc2oc(C(=O)c3ccccc3)c(N)c2c2c1COC(C)(C)C2,1.1,1.2,5.9,-1%,-0.7%,i,24,i,?,.,-0.82,-0.2,-0.22,0.37,-5,797,0%
COc1ccc([N+](=O)[O-])cc1NC(=O)C(C)OC(=O)c1cccnc1Cl (centres undefined),1.4,0.8,6.2,-4%,-0.3%,i,-6,i,.,.,0.57,-0.29,0.32,0.12,-8,744,4%
O=C(CC(=O)N/N=C/c1c(F)cccc1Cl)NCc1ccccc1,2.3,1.7,4.5,22%,4.9%,i,-7,i,-0.26,1513,-0.58,-0.28,-0.081,0.33,0,754,12%
COc1cc(NC(=O)c2cccc([N+](=O)[O-])c2C)ccc1NC(=O)c1ccco1,1.1,1.8,6.5,7%,-1.9%,i,-1,i,-0.27,1250,0.53,-0.23,0.48,0.22,25,648,5%
O=C(CSCc1ccc(Cl)c(Cl)c1)Nc1c[nH]c(=O)[nH]c1=O,2.0,2.8,13,5%,-0.5%,i,-3,i,0.6,1381,-0.11,0.33,0.23,-0.62,-4,688,8%
N=c1n(CC(=O)c2cccs2)c2ccccc2n1Cc1ccccc1,.,.,.,13%,.,.,.,i,-0.24,881,0.92,-0.2,0.65,-0.45,-1,578,1%
COc1ccc(NC(=O)CSc2nnc(-c3cccnc3)o2)cc1,2.3,1.8,7.9,16%,-4.6%,i,10,i,.,.,0.36,-0.31,0.05,-0.016,10,832,2%
CN(C)c1ccc(C(CNS(=O)(=O)c2ccc(F)cc2)c2c[nH]c3ccccc23)cc1 (centres undefined),3.5,1.6,14,9%,-0.7%,i,-5,i,-0.02,1426,-0.11,-0.2,0.024,-0.64,32,577,3%
Nc1ccc(S(=O)C(F)(F)F)cc1 (centres undefined),2.3,2.0,2.1,5%,-1.0%,i,-8,i,-0.46,1172,-0.13,-0.066,-0.11,0.56,11,691,1%
Cc1csc(NC(=O)CSc2ncc(-c3ccccc3)[nH]2)n1,2.8,2.8,8.6,14%,15%,i,20,i,0.29,1215,-0.58,-0.29,-0.46,1.7,-4,724,4%
CCCCOc1ccc(C2=NNC(=O)CC2)cc1,3.6,1.8,12,3%,-1.9%,i,0,i,.,.,-0.83,-0.12,-0.64,1.2,-7,688,6%
C=CCN1c2ccccc2[C@]23C[C@@H](C(=O)OC)N(C(=O)C4CCC4)C2=NC(C(=O)OC)=C(C(=O)OC)[C@H]13,.,.,.,-7%,.,.,.,i,0.42,734,2,-0.77,0.92,-0.86,-23,726,4%
Cc1ccc(CN2CCN(Cc3ccc4ncccc4c3)CC2CCO)cc1 (centres undefined),2.1,2.3,12,0%,-1.0%,i,-2,i,0.39,1131,-1.2,-0.2,-0.64,-0.036,-15,504,-2%
Nc1nc(COc2ccccc2)cs1,1.5,1.2,3.2,13%,3.1%,i,-3,i,0.11,975,1.1,-0.18,0.75,-0.89,.,.,-2%
Cc1nnc2sc(SCc3cccc(Cl)c3)nn2c1=O,2.4,2.1,3.8,44%,-0.1%,i,4,i,-0.19,1646,-2,-0.16,-1.2,1.6,0,694,7%
O=C(O)C1CC=CCC1C(=O)N1CC=C(c2ccccc2)CC1 (centres undefined),1.6,2.7,1.7,12%,-9.0%,i,9,i,-0.65,1317,-0.92,0.94,-0.39,0.06,5,697,0%
O=C(Nc1ccc(-n2cccc2)cc1)C1CC1,5.8,2.8,4.9,10%,-1.1%,i,3,i,0.09,1332,0.24,-0.11,0.31,-0.64,-12,677,5%
COc1cc(C(c2c(C)[nH][nH]c2=O)c2c(C)[nH][nH]c2=O)cc([N+](=O)[O-])c1O,2.3,3.4,7.0,35%,0.0%,i,28,i,-0.45,1341,0.26,-0.015,-0.011,0.01,-10,665,23%
CN(c1ccc(OCC(=O)N2CCN(c3ccc(F)cc3)CC2)cc1)S(=O)(=O)c1cccs1,2.7,1.1,7.3,-3%,-0.7%,i,6,i,0.12,1136,-0.52,-0.15,-0.32,0.53,30,715,4%
Cc1csc(NC(=O)c2cc(C)oc2C)n1,2.5,1.3,0.3,4%,-0.8%,i,2,.,-0.54,1500,0.0017,-0.14,0.26,-1.1,.,.,10%
CC(=O)c1c(C)nc2ccccc2c1N,3.9,2.4,4.6,5%,-0.9%,i,2,i,-0.45,1306,1,-0.19,0.44,-0.43,2,766,5%
O=C(CSc1nnc(-c2ccc(Cl)s2)o1)N1CCOCC1,1.9,1.9,3.3,.,-1.4%,i,-7,.,0.56,1034,-0.54,-0.26,-0.27,0.18,.,.,.
Cc1cc(Cl)c(S(=O)(=O)N(C)C)cc1OCC(N)=O,5.6,2.7,5.3,7%,-3.9%,i,-5,.,.,.,0.35,-0.086,0.68,-0.81,3,734,3%
CC1(C2(O)CC(c3ccccc3)ON2)CCCCC1 (centres undefined),2.2,1.7,5.4,-15%,0.1%,i,7,i,0.14,966,-0.91,-0.085,-0.49,0.55,.,.,7%

# Taken from above.
# Cc1csc(NC(=O)c2cc(C)oc2C)n1 in Dynein cargo inh cell count shows -1.1
# CC(=O)c1c(C)nc2ccccc2c1N in Lipid droplet cells 6.5 µM shows 766
